# Bioassay records as filed in PubChem.
# AI-2 QS modul – Vibrio harveyi AI-2 quorum sensing modulation; activity change, % at 7.5 µM; Vibrio harveyi JMH597 AI-2 luminescence/OD600 ratio, 9 h; stronger effect = lower value; strain lacks LuxN and CqsS sensors; 0 = neutral-control median; AID 2094; 300,000 tested, 0.4% active; in the data active = activity change below about -75%, passing the limit was not always enough;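 also: luminescence divided by OD600 gain over 9 h not by final OD600 alone; inactives centre near 13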
# GSK3 alpha inh – inhibitors of human GSK-3 alpha kinase; P49840; ADP-Glo luminescence, 60 min; inhibition, % at 10 µM; 320,000 tested, 0.1% active;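 in the data active = inhibition above about 50%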;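 also: GST-tagged GSK-3 alpha with peptide substrate and 25 µM ATP; 0% = DMSO neutral wells and 100% = GW8510 positive control wells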
# Target sequence (P49840 whole entry, looked up): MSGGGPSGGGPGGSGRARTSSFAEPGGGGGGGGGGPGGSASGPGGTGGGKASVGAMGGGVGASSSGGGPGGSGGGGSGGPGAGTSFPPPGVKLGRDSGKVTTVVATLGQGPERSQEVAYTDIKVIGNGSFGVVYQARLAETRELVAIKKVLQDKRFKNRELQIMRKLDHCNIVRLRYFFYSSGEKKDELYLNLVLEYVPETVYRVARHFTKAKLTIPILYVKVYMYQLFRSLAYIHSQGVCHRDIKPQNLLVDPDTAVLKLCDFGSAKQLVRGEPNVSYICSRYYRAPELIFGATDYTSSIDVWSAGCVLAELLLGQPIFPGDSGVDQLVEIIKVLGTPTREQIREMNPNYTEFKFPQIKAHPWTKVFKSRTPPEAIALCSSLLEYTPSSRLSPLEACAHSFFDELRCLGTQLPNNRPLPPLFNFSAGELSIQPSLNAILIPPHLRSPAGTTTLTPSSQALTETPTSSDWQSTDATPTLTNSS
# HDAC3 inh – human HDAC3 inhibition; recombinant HDAC3, fluorogenic peptide/trypsin coupled, fluorescence; inhibition, % at 8.3 µM; 320,000 tested, 0.15% active; AID 2718; in the data active = inhibition above about 26%, passing the limit was not always enough
# HSP90 inh – HSP90 refolding inhibition in rabbit reticulocyte lysate; luciferase refolding luminescence, 3 h; AID 1789; 290,000 tested, 0.91% active; inhibition, % at 5.6 µM;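 active = inhibition above the screen-wide mean plus 3 SD, computed separately per campaign, cut at about 16% in these data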;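 also: 0% = DMSO wells and 100% = 60 µM geldanamycin wells; inhibitors lower the luminescence because luciferase stays unfolded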
# HSF-1 act – increases HSF-1 driven luciferase reporter signal; NIH3T3-HGL HSF-1 luciferase reporter, MG132, 8 h; 100% = twice DMSO control signal; activation, % at 9 µM; 300,000 tested, 1.7% active; AID 504408;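 active = mean replicate activation of at least 50% with a set share of replicates each reaching 50%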;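 also: 0% = median of the neutral control wells and 100% = twice that signal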
# Platelet DG rel – platelet dense granule release activity | human platelet-rich plasma, SFLLRN dense granule ATP release, luminescence | inhibition, %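 (compounds screened at 7.5 µM in platelet-rich plasma)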 | 300,000 tested, 0.22% active;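 active = mean replicate score, as percent of positive control, at or above 50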
# DYRK1A inh – Dyrk1A (rat) kinase inhibition; Q63470; 310,000 tested, 0.43% active; inhibition, % at 12.5 µM; AID 504441; ADP-Glo luminescence, NFATc1 peptide; in the data active = inhibition above about 50%;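 also: plate controls were vehicle with enzyme for no effect and no enzyme for full effect; many of its hits are not listed in these tables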
# PolyA inh – yeast polyadenylation inhibition; S. cerevisiae SKY197-pL101 polyadenylation reporter, beta-gal luminescence; efflux-impaired pdr1/pdr3 knockout yeast; score 100 = 6 SD above DMSO; calls only at 12 µM; 300,000 tested, 0.02% active; AID 1875;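 active = lowest replicate activity score at least 50, where 100 means six control SD above control mean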;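 also: yeast exposed to compound for 9 h at 30 °C; higher score means more reporter readthrough which indicates perturbed polyadenylation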
# GSK3beta inhib – inhibitors of human GSK3beta kinase; GST-GSK3beta kinase, ADP-Glo luminescence, 60 min; stronger effect = lower value; activity score (negative = inhibition), % at 10 µM; 300,000 tested, 0.038% active; P49841;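 active = more than half of replicate wells score below -50%, meaning over 50% inhibition versus plate controls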;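 also: 0% = median DMSO wells and -100% = median GW8510 positive control wells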
# Target sequence (P49841 whole entry, looked up): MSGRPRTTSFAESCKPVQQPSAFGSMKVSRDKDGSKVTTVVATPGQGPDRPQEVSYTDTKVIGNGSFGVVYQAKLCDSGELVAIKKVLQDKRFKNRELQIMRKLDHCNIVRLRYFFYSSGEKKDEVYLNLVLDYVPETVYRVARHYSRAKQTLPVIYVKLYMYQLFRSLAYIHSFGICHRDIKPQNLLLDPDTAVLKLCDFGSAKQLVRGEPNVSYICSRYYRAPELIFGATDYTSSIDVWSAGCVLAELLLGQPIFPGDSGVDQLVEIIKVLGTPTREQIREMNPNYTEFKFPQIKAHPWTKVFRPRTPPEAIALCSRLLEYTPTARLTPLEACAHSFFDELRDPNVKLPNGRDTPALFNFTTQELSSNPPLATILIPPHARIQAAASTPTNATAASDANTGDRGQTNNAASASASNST
#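 Test system – GST-tagged human GSK3beta kinase, cell-free · Incubation – 60 min enzyme reaction, room temperature · Signal – ADP-Glo luminescence · Also added – peptide substrate and ATP at 25 µM · Controls – DMSO neutral wells and GW8510 at 20 µM as positive · Buffer or medium – Tris/MgCl2 kinase buffer · Measure – Luminescence-derived activity versus plate DMSO and GW8510 wells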
# HSF1 inhib – HSF1 inhibition; NIH3T3-HGL HSE-luciferase, MG132-induced, luminescence 8 h; stronger effect = lower value; activity change, negative = inhibition, % at 7.5 µM (by protocol); 300,000 tested, 0.77% active;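 active = more than half of replicate wells show activity change below -50%, luminescence cut by over half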;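 also: luciferase reports HSF-1 transcriptional activity via heat shock element; 0% = median of DMSO wells and -100% = zero luminescence signal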
# * marks the source's active call; other numbers are inactive results; i = inactive; x = not tested or not shown.
SMILES,AI-2 QS modul,GSK3 alpha inh,HDAC3 inh,HSP90 inh,HSF-1 act,Platelet DG rel,DYRK1A inh,PolyA inh,GSK3beta inhib,HSF1 inhib
CCOc1ccccc1NC(=O)CSc1cn[nH]n1,38,x,x,x,-10,10,1,i,0,-3
CCN(CC)c1ccc2cc(C(=O)Nc3ccccn3)c(=O)oc2c1,22,-1,-4,1,-14,2,1,i,3,0
C=CCN(C(=O)CCC(=O)Nc1cc(C)on1)C(C(=O)NC(C)(C)CC)c1cccc(OC)c1OC (stereo not drawn),25,-2,-4,2,-4,3,0,i,1,1
CC(c1ccccc1)C1C(C#N)=C(N)OC2=C1C(=O)CCC2 (stereo not drawn),13,4,-1,2,13,11,2,i,-5,1
Cc1ccc2nc3c(cc(C(=O)NCc4ccco4)c(=N)n3C3CCCC3)c(=O)n2c1,x,1,-44,5,6,0,-8,i,x,3
CCN(C(=O)COC(=O)c1ccc2c(=O)n3c(nc2c1)CCC3)C1CCS(=O)(=O)C1 (stereo not drawn),13,-3,-11,1,-9,-4,2,i,3,-6
CC(OC(=O)c1cccs1)C(=O)Nc1nc(-c2ccccc2)cs1 (stereo not drawn),33,0,2,6,18,2,-2,i,0,-6
CC(C)CCn1c(SCC#N)nc2c(sc3ccccc32)c1=O,12,-2,2,-4,-15,-1,6,i,3,-8
O=C(O)CSc1nc2ccc(C(=O)c3ccccc3)cc2[nH]1,-27,2,2,4,21,-7,-5,i,0,6
O=C(N=c1ccn(-c2nc3ccccc3nc2NS(=O)(=O)c2ccccc2)cc1)c1ccccc1Cl,27,-4,3,-1,-4,1,-1,i,2,-3
COc1ccc(NC(=O)c2c(SC)nsc2SC)cc1,3,-7,5,0,6,-6,1,i,-1,-4
Cc1ccc(-n2nc3c(c2NC(=O)C2CC2)CS(=O)(=O)C3)cc1,22,-2,2,-5,-32,-4,-2,i,-3,-13
COc1ccc(-n2nnc3c(SC(C(C)=O)C(=O)N(C)C)ncnc32)cc1 (stereo not drawn),24,-10,-7,-3,-2,1,x,i,0,3
CC1CCN(C(=O)C(=O)Nc2sc3c(c2C(=O)O)CC(C)(C)OC3)CC1,12,-11,11,-4,-24,-1,x,i,-2,4
CC(=O)N1CCc2cc(S(=O)(=O)N3CCCCC3C)ccc21 (stereo not drawn),27,-1,-6,0,-3,-13,1,i,x,-2
CCCn1cc(S(=O)(=O)c2ccccc2)c(=O)c2cc(CC)ccc21,-13,1,4,2,1,-13,-3,i,4,2
O=C(N/N=C/c1ccccc1F)c1cccc2ccccc12,2,0,9,-5,21,-2,-2,i,-1,14
CC(O)c1nc2ccccc2n1CCCOc1ccccc1 (stereo not drawn),9,2,0,-3,1,10,9,i,2,2
CCOC(=O)CCn1nc(-c2ccccc2)cc1N,33,0,-2,3,15,7,4,i,-2,9
CCC(C)NC(=O)/C=C/c1cccs1 (stereo not drawn),38,0,3,0,-5,5,-4,i,2,-2
Oc1c(Cl)cc(Cl)cc1/C=N/Nc1ncc(Br)cn1,27,0,1,-1,-13,-5,2,i,0,-3
CC(C)Cn1c(SCC(=O)NCCCN2CCCC2=O)nc2ccccc21,12,-4,2,x,20,-27,13,i,-2,4
Cc1ccc2c(c1)c1nnc(SCC(=O)Nc3ccc(N(C)C)cc3)nc1n2CC(=O)O,13,-4,0,3,8,3,-6,i,-2,-6
N#Cc1ccccc1NC(=S)NC(=O)C1CCC1,43,x,1,3,x,x,1,x,6,x
O=C(CC1C(=O)NCCN1Cc1ccc(F)cc1)NCCOc1cccnc1 (stereo not drawn),6,2,3,2,-10,-1,2,i,2,-2
CC(C)c1ccc(NC(=O)CSc2ncccc2C(=O)Oc2cccc([N+](=O)[O-])c2)cc1,18,-1,0,-3,20,2,-7,i,4,6
O=C(O)c1cccc(N2C(=O)CSC2c2ccccc2)c1 (stereo not drawn),11,0,2,-4,-3,-1,-1,i,1,0
CC(Oc1ccc2c(c1)oc(=O)c1ccccc12)C(=O)NCCCN1CCOCC1 (stereo not drawn),2,10,-19,4,-10,-3,2,i,3,-5
O=C(CSc1nnc(CCCO)n1-c1ccccc1)NCCc1ccccc1,-16,-2,-11,-2,3,7,-5,i,2,-8
CCOC(=O)N1CCN(C(=O)Cn2cnc3ccccc3c2=O)CC1,22,10,9,-8,15,-4,-1,i,0,-7
Cc1nn(Cc2ccc(Cl)c(Cl)c2)c(C)c1NC(=O)c1cc(-c2ccco2)on1,15,-2,1,3,47,-10,-6,i,2,17
CCN(c1ccccc1C)S(=O)(=O)c1nnc(NC(=O)c2ccco2)s1,15,-4,-8,-2,12,5,3,i,3,3
O=P(O)(CCc1ccccn1)CN1CCOCC1,20,3,-2,-1,-9,-1,3,i,1,-8
CCN=C1SC(C(=O)Nc2ccc(OCC)cc2)CC(=O)N1CC (stereo not drawn),16,-3,13,-2,-6,-4,2,i,-6,-1
O=C(Nc1ccc(Cl)c([N+](=O)[O-])c1)Nc1nc2ccccc2s1,11,2,-2,0,20,-4,x,i,0,15
CCCCNS(=O)(=O)c1ccc2nc(SCC(=O)c3ccccc3OC)[nH]c2c1,19,-2,-2,1,11,3,-2,i,-6,4
COCCc1nc2ccc(C(=O)N(C)Cc3cccc(-n4cccn4)c3)cc2o1,26,1,-8,-2,45,4,2,i,2,32
CC(=O)C(Sc1ccc2nnc(-c3ccc(F)cc3)n2n1)C(C)=O,-6,13,4,-4,0,-7,17,i,-7,2
Cc1noc(C)c1COc1ccc(C(=O)N2CCCC(C(N)=O)C2)cc1 (stereo not drawn),2,-3,8,0,3,-3,x,i,-1,-7
Cn1c(-[n+]2c(-c3ccccc3)cc(-c3ccccc3)cc2-c2ccccc2)nc2c([N+](=O)[O-])cccc21,48,-1,6,6,25,-3,23,i,0,15
S=C(Nc1ccc2[nH]ccc2c1)NC1CCCCC1,16,-2,4,-3,36,5,x,i,0,29
O=C(O)c1ccc(NC(=O)c2cc3ccccc3o2)cc1,9,0,3,2,13,1,13,i,-1,4
O=C(NCC1CCCO1)c1ccc(NS(=O)(=O)c2cccs2)cc1 (stereo not drawn),25,1,-13,3,5,7,16,i,-3,3
CSCC[C@H](NC(=O)c1ccco1)c1nnc2ccccn12,19,-2,2,-6,1,-4,0,i,1,-1
CC(C)(C)c1ccccc1OCC(=O)NCCCn1ccnc1,16,-1,-6,-5,-20,-11,-4,i,3,0
CCc1ccc(S(=O)(=O)NC(=S)NC2CCCCC2)cc1,24,-6,-12,1,15,1,10,i,6,12
COc1ccc(Cn2c(=O)[nH]c3cc(C(=O)NCCc4ccc(S(N)(=O)=O)cc4)ccc3c2=O)cc1,25,0,-4,-3,-16,7,-4,i,-2,-10
C/C(CC(=O)Nc1cccc(Cl)c1Cl)=N\NC(=O)C(=O)NC1CCCCC1,7,1,4,-1,-10,0,-3,i,1,-3
COc1ccccc1CNC(=O)c1ccc2nc3[nH]c4ccccc4c3nc2c1,-6,0,-5,1,10,8,1,i,-3,6
COc1ccc(OC)c(NC(=O)Nc2nnc(N3CCC(C)CC3)s2)c1,4,-3,-9,6,11,3,1,i,1,4
# Next section.
SMILES,AI-2 QS modul,GSK3 alpha inh,HDAC3 inh,HSP90 inh,HSF-1 act,Platelet DG rel,DYRK1A inh,PolyA inh,GSK3beta inhib,HSF1 inhib
Cc1ccc(Cl)c(OCC(=O)NCC(c2cccs2)N2CCOCC2)c1 (stereo not drawn),-8,-1,x,x,-5,13,3,i,0,0
COc1ccc(C(=O)/C=C\N2CCOCC2)cc1,44,0,2,5,1,-2,-3,i,-1,9
COc1ccc(OCCCC(=O)N(C)CC(=O)Nc2c(C)cccc2C)cc1,-7,-1,-3,x,5,-11,3,i,3,-5
Cn1c(=O)n(C)c2cc(/C=N/N=C3/NC(=O)C(CC(=O)O)S3)ccc21 (stereo not drawn),19,-1,5,1,-9,-2,0,i,0,-8
CC1CN(S(=O)(=O)c2ccc(Cl)c(C(F)(F)F)c2)CC(C)O1 (stereo not drawn),20,-1,-4,2,2,-3,-1,i,7,-3
CC(=O)O[C@@H]1[C@H]2[C@@H](C[C@@H](C)[C@@H]3C=CC(=O)[C@@]13C)OC(=O)[C@@H]2C,13,2,4,x,-12,-1,4,i,3,3
COc1ccc(-c2cn3nc(SCC(=O)NC4CCCCC4)ccc3n2)cc1,23,1,2,0,50,-4,-4,i,0,38
CC(C)[C@H](NC(=O)Nc1ccc2c(c1)OCCO2)C(=O)O,30,1,4,4,-1,15,x,i,2,-5

# Twelve entries out of the list, arranged by number of heavy atoms, ascending:
SMILES,AI-2 QS modul,GSK3 alpha inh,HDAC3 inh,HSP90 inh,HSF-1 act,Platelet DG rel,DYRK1A inh,PolyA inh,GSK3beta inhib,HSF1 inhib
O=P(O)(CCc1ccccn1)CN1CCOCC1,20,3,-2,-1,-9,-1,3,i,1,-8
CCOC(=O)CCn1nc(-c2ccccc2)cc1N,33,0,-2,3,15,7,4,i,-2,9
CCc1ccc(S(=O)(=O)NC(=S)NC2CCCCC2)cc1,24,-6,-12,1,15,1,10,i,6,12
CC1CN(S(=O)(=O)c2ccc(Cl)c(C(F)(F)F)c2)CC(C)O1 (stereo not drawn),20,-1,-4,2,2,-3,-1,i,7,-3
CC(C)CCn1c(SCC#N)nc2c(sc3ccccc32)c1=O,12,-2,2,-4,-15,-1,6,i,3,-8
CCOC(=O)N1CCN(C(=O)Cn2cnc3ccccc3c2=O)CC1,22,10,9,-8,15,-4,-1,i,0,-7
CCN(c1ccccc1C)S(=O)(=O)c1nnc(NC(=O)c2ccco2)s1,15,-4,-8,-2,12,5,3,i,3,3
CC(C)Cn1c(SCC(=O)NCCCN2CCCC2=O)nc2ccccc21,12,-4,2,x,20,-27,13,i,-2,4
O=C(CC1C(=O)NCCN1Cc1ccc(F)cc1)NCCOc1cccnc1 (stereo not drawn),6,2,3,2,-10,-1,2,i,2,-2
CC(C)c1ccc(NC(=O)CSc2ncccc2C(=O)Oc2cccc([N+](=O)[O-])c2)cc1,18,-1,0,-3,20,2,-7,i,4,6
C=CCN(C(=O)CCC(=O)Nc1cc(C)on1)C(C(=O)NC(C)(C)CC)c1cccc(OC)c1OC (stereo not drawn),25,-2,-4,2,-4,3,0,i,1,1
Cn1c(-[n+]2c(-c3ccccc3)cc(-c3ccccc3)cc2-c2ccccc2)nc2c([N+](=O)[O-])cccc21,48,-1,6,6,25,-3,23,i,0,15

# Some of the compounds tested (hit frequency here may not be typical).
